Bioassay records from PubChem.
Glyco luc inh: N-linked glycosylation inhibition; D54 ERlucT glycosylation luciferase reporter, 24 h; percent of 100 nM tunicamycin response; reporter increase, % at 12.5 µM; actives 0.23% (n = 360,000); AID 588692;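 active = mean luciferase reporter signal, scaled so untreated is 0 and the glycosylation-blocking control 100, at or above a set limit in every replicate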;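 note: luciferase carries N-glycosylation sites so blocking glycosylation raises the light; 0% = median of neutral control wells and 100% = median of 100 nM tunicamycin wells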
MC4R antag cAMP: human MC4R antagonism in cAMP assay; actives 0.48% (n = 360,000); inhibition, % at 6.5 µM; MC4R-expressing cells, MTII-stimulated cAMP, LANCE TR-FRET; P32245;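 active = inhibition above its plate's cutoff, the mean of tested wells on that plate plus 3 SD, cut at about 29% in these data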;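 note: 0% = Melanotan II alone and 100% = Melanotan II plus saturating MCL0020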
Target sequence (P32245 whole entry, looked up): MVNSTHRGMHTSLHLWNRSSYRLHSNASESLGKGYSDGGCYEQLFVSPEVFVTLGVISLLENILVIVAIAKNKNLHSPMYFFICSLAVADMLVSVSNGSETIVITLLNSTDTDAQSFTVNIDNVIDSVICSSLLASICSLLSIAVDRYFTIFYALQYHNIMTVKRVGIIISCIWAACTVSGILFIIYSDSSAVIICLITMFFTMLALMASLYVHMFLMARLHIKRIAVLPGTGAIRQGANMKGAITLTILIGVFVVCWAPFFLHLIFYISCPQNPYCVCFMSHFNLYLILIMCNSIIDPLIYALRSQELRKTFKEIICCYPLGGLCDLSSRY
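Material – human MC4R-expressing U2OS cells · Repeats – no replicates · Detection – TR-FRET with Eu-cAMP and labeled anti-cAMP, 671 nm · Times – compound 30 min, challenge 1 h, detection 1 h · Compound – single nominal compound dose of 6.5 µM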
H9c2 protect: modulators protecting cardiomyocytes from myocardial damage. H9c2 cardiomyocytes, H2O2 injury protection, ATPLite, 2 h. protection from H2O2 cell death, % at 20 µM. actives 0.63% (n = 360,000);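 active = compounds giving at least 50% protection of heart cells from peroxide-induced death in the single-dose screen, raw or plate-pattern-corrected value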;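 note: 0% = DMSO wells with peroxide and 100% = DMSO wells without peroxide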
MC4R ag barr: human MC4R agonism via beta-arrestin; U2OS MC4R beta-arrestin complementation, luminescence; percent of melanotan II response, DMSO zero; activation, % at 8.9 µM; actives 0.98% (n = 360,000); AID 540308;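 active = activation above a per-plate cutoff, the mean activation of sample wells on that plate plus 3 SD, cut at about 8% in these data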
TLR9-MyD88 inh: blocks human TLR9 binding to MyD88 | CHO BLA complementation TLR9-MyD88, CCF4 FRET ratio | inhibition, % at 4.98 µM | actives 0.21% (n = 340,000);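 active = inhibition above the mean over all tested compounds plus 3 SD, cut at about 21% in these data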;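 note: 0% = DMSO only wells and 100% = clavulanate BLA inhibitor control wells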
HTR2A ag: activates the mouse 5-HT2A serotonin receptor. CHO-K1 mHTR2A beta-arrestin complementation, luminescence; percent of 30 µM serotonin response. activation, % at 7.6 µM. actives 0.66% (n = 360,000). AID 624169;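 active = activation above a run cutoff, the mean activation of all tested compounds plus 3 SD, cut at about 14% in these data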;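 note: 0% = plate median of compound wells and 100% = 30 µM serotonin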
Target sequence (P35363 whole entry, looked up): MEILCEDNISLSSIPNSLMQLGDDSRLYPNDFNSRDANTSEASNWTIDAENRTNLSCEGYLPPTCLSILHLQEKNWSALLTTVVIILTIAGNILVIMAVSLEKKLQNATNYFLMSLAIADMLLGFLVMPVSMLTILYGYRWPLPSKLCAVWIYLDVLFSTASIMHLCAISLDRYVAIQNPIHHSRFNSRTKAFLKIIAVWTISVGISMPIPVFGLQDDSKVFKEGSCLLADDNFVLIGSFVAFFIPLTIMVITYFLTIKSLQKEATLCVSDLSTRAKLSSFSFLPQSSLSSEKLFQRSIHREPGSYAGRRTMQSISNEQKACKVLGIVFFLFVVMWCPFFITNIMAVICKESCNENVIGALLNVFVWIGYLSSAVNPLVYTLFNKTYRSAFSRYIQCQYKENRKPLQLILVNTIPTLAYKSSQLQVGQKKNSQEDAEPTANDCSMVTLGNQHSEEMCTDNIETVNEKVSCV
SRC2 inh: human SRC2 (NCOA2) inhibition | Q15596 | inhibition, % at 9 µM | actives 0.17% (n = 370,000) | HEK293 GAL4-SRC2 luciferase reporter, luminescence;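 active = inhibition above the mean inhibition of all tested compounds plus 3 SD, set per campaign, cut at about 52% in these data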;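 note: 0% = DMSO treated cells and 100% = cells given Gossypol at 36 µM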
ABCB6 inh 2: human ABCB6 transporter inhibition; Q9NP58; K562-ABCB6 porphyrin accumulation, flow cytometry, 1 h; stronger effect = lower value; fluorescence ratio to DMSO, % at 10 µM; actives 0.19% (n = 360,000);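 active = fluorescence ratio to DMSO below 75%, the collection mean minus 3 SD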;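 note: signal is porphyrin accumulated inside mitochondria; 100% equals median channel fluorescence of DMSO control wells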
ABHD5-PLIN5 inh: blocks binding of human ABHD5 to perilipin-5 | Split G. princeps luciferase complementation, luminescence, 4 h | inhibition, % at 4 µM | actives 0.78% (n = 360,000) | AID 602281 | Q00G26+Q8WTS1;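 active = inhibition above the mean inhibition across every tested compound plus 3 SD, cut at about 22% in these data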;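 note: 0% = DMSO only wells and the 100% control is not disclosed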
NOD2 RIPK2 PPI: blocks binding of human NOD2 to RIPK2. actives 0.38% (n = 360,000). O43353. CHO BLA complementation NOD2-RIPK2, CCF4 ratio. inhibition, % at 4.98 µM; in the data active = inhibition above about 21%;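 note: 0% = vehicle only and 100% = reference blocker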
* = called active by the depositor; / = not tested or not shown. The list is partial. The share of hits here may be higher or lower than overall.

SMILES	Glyco luc inh	MC4R antag cAMP	H9c2 protect	MC4R ag barr	TLR9-MyD88 inh	HTR2A ag	SRC2 inh	ABCB6 inh 2	ABHD5-PLIN5 inh	NOD2 RIPK2 PPI
Cc1ccc(-n2ncc(C(=O)NC3CC3)c2C2CCN(C(=O)OC(C)(C)C)CC2)cc1	-1.8	6.5	0.2	-1.2	-7.6	7.0	10.3	92.0	-2.1	-1.6
Cc1ccc(C)c(S(=O)(=O)N(C)c2ccc(OC(=O)C3CCN(C(=O)Nc4ccccc4)CC3)cc2)c1	0.0	-0.1	-6.9	-1.9	-1.1	1.9	12.9	93.0	-5.1	-2.4
O=C(O)c1c(Cl)c(Cl)c(Cl)c(Cl)c1C(=O)OCC1CCCO1 (stereo not given)	1.0	3.8	0.8	-1.9	-10.8	2.1	-29.9	95.0	-0.8	-7.2
CC(C)(C)c1ccc(OCCCC(=O)N2CCOCC2)cc1	9.4	1.0	-2.0	2.2	-7.4	-3.0	-23.8	99.0	-3.2	-0.8
CCOC(=O)/C=C1\SCC(=O)N1CC(=O)Nc1ccc(C(C)C)cc1	0.2	16.6	-7.5	0.7	-6.2	-5.0	-24.7	114.0	2.6	0.5
O=C(NC(N1CCCCCC1)C(Cl)(Cl)Cl)c1ccccc1Cl (stereo not given)	5.2	16.3	2.6	1.3	1.5	3.9	-15.0	96.0	5.3	-5.2
COc1ccc(C(=O)N/N=C/c2ccc(N3CCOCC3)o2)cc1OC	1.2	-17.6	2.6	0.0	-5.7	-0.2	-26.2	106.0	10.9	-2.8
COc1ccc(CCN(C(=O)c2cccc(F)c2)C2CC(=O)N(c3ccccc3)C2=O)cc1 (stereo not given)	0.6	-4.0	-3.6	-0.8	-6.8	-3.2	-1.5	96.0	-3.1	4.9
NC(=O)c1cc([N+](=O)[O-])ccc1NCc1ccc(N)cc1	-0.7	8.5	-4.3	0.1	-11.0	0.8	73.0*	89.0	-7.2	-10.7
COc1ccccc1NC(=O)NC1(C(=O)N2CCN(C)CC2)CCCCC1	-1.8	6.5	10.6	-1.2	-4.9	8.4	-8.8	98.0	-13.8	-7.8
Cc1ccc(Cl)cc1N1CCN(S(=O)(=O)c2c(C(=O)N3CCOCC3)c(C)n(C)c2C)CC1	-0.1	13.1	7.2	0.6	0.3	-0.4	14.0	92.0	7.8	1.4
Cc1ccc(C)c(OCC(=O)NCC2COc3ccccc3O2)c1 (stereo not given)	-0.5	1.1	-5.4	-1.8	0.7	4.6	-15.6	100.0	7.2	-4.8
Cc1ccccc1OCC(=O)NCC(=O)OCC(=O)c1ccc2ccccc2c1	0.3	-2.6	-3.7	2.5	-5.3	-3.2	-8.1	99.0	-2.6	-4.8
CCC(C)NC(=O)CN(c1cc(C)ccc1OC)S(C)(=O)=O (stereo not given)	1.4	6.2	-2.4	-0.9	-5.6	-0.1	-4.8	95.0	2.0	-11.7
Cn1ncc(Cl)c1C(=O)N/N=C/c1ccccn1	0.7	9.3	50.9*	0.9	-12.2	-0.3	-4.6	102.0	6.2	-10.4
O=C(CN1CCN(Cc2ccc(Cl)cc2)CC1)N/N=C/c1ccccc1F	-0.1	-1.1	-6.0	-0.1	-5.4	-0.3	19.8	92.0	1.7	-12.9
Cc1ccc(S(=O)(=O)CCC(=O)Nc2ccccc2Cl)cc1	-0.1	7.7	-1.6	-0.8	-2.1	-7.1	-27.5	100.0	-2.9	-2.9
CCOC(=O)c1[nH]c(C)c(C(=O)OCc2ccccc2F)c1C	16.7	-13.8	-5.5	25.8*	4.0	-5.8	-16.6	99.0	-6.5	11.6
CCOC(=O)CS(=O)(=O)c1ccc2ccccc2c1	0.1	9.2	-2.0	-0.5	-3.9	0.2	-18.8	104.0	1.8	-1.8
C=CCn1cc(C(=O)N2CCN(C)CC2)c(=O)c2cc(S(=O)(=O)N3CCCC3)ccc21	3.0	8.0	13.5	0.9	-3.0	-4.4	-23.6	100.0	2.7	5.0
CCOC(=O)CSC1=C(C#N)C(c2ccccc2C)C2=C(CCCC2=O)N1 (stereo not given)	2.5	22.4	-3.2	-1.4	-3.7	-6.2	-5.9	94.0	-4.1	0.5
CC(C)c1ccccc1NC(=S)NC(C)c1ccccc1 (stereo not given)	-2.3	2.4	5.6	0.9	1.7	2.2	-43.5	103.0	-5.9	-6.5
COc1ccc(NC(=O)/C(C#N)=C\c2ccc(N3CCOCC3)o2)cc1	-10.7	-4.9	-19.0	-1.2	6.3	-0.1	-21.8	105.0	13.2	3.5
O=C(O)c1cc2ccccc2c2c1C(=O)c1ccccc1-2	1.4	-14.8	3.5	-0.6	10.5	-3.6	-39.7	96.0	4.3	-5.0
Cc1cc(C)cc(N(C(=O)c2sc(C)nc2C)C(C(=O)NC(C)(C)C)c2ccncc2)c1 (stereo not given)	2.5	3.8	1.5	-0.5	3.9	-3.1	17.9	99.0	-3.8	2.0
CCCn1c(SCC(=O)NC2CC2)nnc1-c1ccccn1	2.7	-1.0	6.6	1.7	-2.3	-2.5	18.2	98.0	-1.5	-6.9
Cc1cc(C(=O)Nc2ccc3c(c2)CCC3)ccc1[N+](=O)[O-]	-6.6	0.9	-2.4	0.9	/	0.9	-36.2	97.0	-1.9	-12.7
O=C(CC1C(=O)NCCN1Cc1ccc(Cl)c(F)c1)NC1CCCCC1 (stereo not given)	1.4	0.1	2.3	-3.3	-1.1	-1.9	11.7	100.0	-0.3	-8.3
Cc1cc(-c2nn(-c3ccccc3F)cc2CN2CCCC(C(N)=O)C2)c(C)s1 (stereo not given)	0.4	9.0	2.5	0.4	1.2	1.7	14.0	100.0	-0.6	-10.0
CC1CN(C(=O)c2ccccc2OCc2ccc(Cl)cc2Cl)CC(C)O1 (stereo not given)	4.2	2.7	6.6	3.5	-4.7	-2.3	17.2	95.0	1.2	-0.9
Cc1cccc(NC(=O)CSc2nnc(C3CC3)n2CC2CCCO2)c1C (stereo not given)	1.2	6.5	1.9	0.3	7.8	1.1	-9.2	93.0	1.2	-3.4
O=C(NC(=S)Nc1ccc(CN2CCOCC2)cc1)c1ccccc1[N+](=O)[O-]	-2.6	15.1	-1.3	-2.2	3.0	-5.2	-4.6	99.0	-0.7	8.4
Cc1ccccc1-c1cc(C(=O)NCc2ccco2)n(CC2CC(c3cccnc3)=NO2)n1 (stereo not given)	7.9	0.8	5.8	1.5	7.6	-0.6	5.7	93.0	10.8	7.5
CCS(=O)(=O)N1Cc2ccccc2CC1C(=O)Nc1ccc(OC)cc1OC (stereo not given)	-0.3	8.9	-4.5	-1.9	7.5	-0.9	-1.9	89.0	-0.9	-0.1
CC(=Nc1cccc(C)c1)c1sc2ccccc2c1O	-6.4	21.1	-14.7	3.0	-1.2	-0.3	-81.4	85.0	-1.0	1.4
CCCCNc1cc(C)nc(NCc2ccccc2)n1	5.5	-3.9	-22.2	-0.9	-8.4	-5.1	/	112.0	9.8	-5.0
Cc1ccc(NS(=O)(=O)c2cccc(C(=O)n3ncc(C#N)c3N)c2)c(C)c1	2.0	9.7	-0.5	-1.4	0.7	0.1	-16.0	97.0	-1.0	-9.8
CC12c3ccccc3C(c3ccccc31)C1C(=O)N(c3cccnc3)C(=O)C12 (stereo not given)	0.6	19.5	4.2	-1.2	-5.7	3.3	0.5	94.0	-0.7	0.5
N#CCCn1cc(/C=C(\C#N)c2nc3ccccc3s2)c(-c2ccc(F)cc2)n1	3.0	7.3	7.2	-0.9	5.9	-0.3	-2.4	99.0	0.4	-12.1
O=C(Nc1ccnn1C1CCN(C(=O)c2ccc(C(F)(F)F)cc2)CC1)C1CC1	0.9	12.1	-9.8	1.9	-10.2	0.6	14.7	102.0	3.8	0.5
CCN1CCCC1CNC(=O)c1cc2c(-c3cccc(OC)c3)nn(C)c2s1 (stereo not given)	1.2	-2.3	26.3	-1.0	-5.3	-7.8	-17.1	100.0	6.3	3.5
Cc1ccc(-c2cnc(C(O)c3ccc(Cl)cc3C)[nH]2)cc1 (stereo not given)	-1.6	0.2	-6.5	-0.6	/	-0.6	-1.1	96.0	1.4	3.6
O=C(COC(=O)c1ccc(Cl)cc1)NC(=O)NC1CCCC1	-0.5	6.9	-8.0	4.4	-5.0	-3.1	-9.6	96.0	0.8	0.0
CCCC1Cc2c(sc(N)c2C#N)CO1 (stereo not given)	1.9	-2.7	4.4	-2.4	-8.5	2.7	9.1	104.0	-13.2	-1.3

Filtered by structure, the compounds so far with an aryl methoxy group.
SMILES	Glyco luc inh	MC4R antag cAMP	H9c2 protect	MC4R ag barr	TLR9-MyD88 inh	HTR2A ag	SRC2 inh	ABCB6 inh 2	ABHD5-PLIN5 inh	NOD2 RIPK2 PPI
COc1ccc(C(=O)N/N=C/c2ccc(N3CCOCC3)o2)cc1OC	1.2	-17.6	2.6	0.0	-5.7	-0.2	-26.2	106.0	10.9	-2.8
COc1ccc(CCN(C(=O)c2cccc(F)c2)C2CC(=O)N(c3ccccc3)C2=O)cc1 (stereo not given)	0.6	-4.0	-3.6	-0.8	-6.8	-3.2	-1.5	96.0	-3.1	4.9
COc1ccccc1NC(=O)NC1(C(=O)N2CCN(C)CC2)CCCCC1	-1.8	6.5	10.6	-1.2	-4.9	8.4	-8.8	98.0	-13.8	-7.8
CCC(C)NC(=O)CN(c1cc(C)ccc1OC)S(C)(=O)=O (stereo not given)	1.4	6.2	-2.4	-0.9	-5.6	-0.1	-4.8	95.0	2.0	-11.7
COc1ccc(NC(=O)/C(C#N)=C\c2ccc(N3CCOCC3)o2)cc1	-10.7	-4.9	-19.0	-1.2	6.3	-0.1	-21.8	105.0	13.2	3.5
CCS(=O)(=O)N1Cc2ccccc2CC1C(=O)Nc1ccc(OC)cc1OC (stereo not given)	-0.3	8.9	-4.5	-1.9	7.5	-0.9	-1.9	89.0	-0.9	-0.1
CCN1CCCC1CNC(=O)c1cc2c(-c3cccc(OC)c3)nn(C)c2s1 (stereo not given)	1.2	-2.3	26.3	-1.0	-5.3	-7.8	-17.1	100.0	6.3	3.5
